# High-throughput results (PubChem BioAssay)
# Mot1-301 SUMO: blocks SUMOylation pathway, rescuing yeast Mot1-301 growth. 320,000 tested, 1% active. S. cerevisiae Mot1-301 growth rescue, ATP luminescence, 38.5C; percent above DMSO median, 100 means doubled. growth rescue, % at 18.8 µM;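 active means every valid replicate shows activation above 250% relative to neutral control wells; inactive means the rest, any valid replicate at or below 250%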;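 further: OY570 slx delta 5 strain wells were the positive control but not used for scaling; some compounds called inactive have numbers as strong as hits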
# Tat transport: blocks Tat-dependent protein export in E. coli. inhibition, % at 10 µM. AID 488895. 340,000 tested, 0.036% active. E. coli MC4100 TorA-mCherry Tat export, fluorescence;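 active means mean replicate inhibition at least 50% and at least half of replicates individually reaching 50%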;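 further: exported cargo escapes ClpAP degradation while cytoplasmic cargo is degraded and loses fluorescence; 0% = median of neutral control wells and 100% = median of NaSCN control wells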
# AddAB inh: less growth of phage-infected E. coli with AddAB; E. coli expressing H. pylori AddAB, absorbance growth; inhibition, % at 11.9 µM; 330,000 tested, 0.29% active; AID 435030; in the data active means inhibition above about 12%;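 further: 0% = vehicle wells of infected cells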
# Ecoli viability: reduces bacterial viability in AddAB counter-screen; E. coli V3065 growth, OD600 absorbance, 18 h; inhibition, % at 11.9 µM; 330,000 tested, 0.27% active; AID 449728;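 active means inhibition above the campaign's mean inhibition across all tested compounds plus 3 SD, cut at about 9.9% in these data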;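 further: uninfected addAB+ strain grown without phage in ampicillin broth; 0% = DMSO wells and 100% = ciprofloxacin 0.95 µg/ml wells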
# Pemphigus Ab inh: blocks pemphigus antibody binding to human desmoglein-3. P32926. DSG3-coupled beads, scFv-anti-DSG3-GFP binding, flow cytometry; hits give low values. binding (percent of control), % at 10 µM. 310,000 tested, 0.48% active. AID 588358;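 active means binding more than 3 SD below its plate's average and above zero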;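 further: hits lower antibody fragment binding to DSG3; some compounds called inactive have numbers as strong as hits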
# PfHsp90 set2: reduces growth (ATP signal) of yeast expressing P. falciparum Hsp90; 310,000 tested, 0.32% active; inhibition, % at 9.4 µM; S. cerevisiae expressing PfHsp90, BacTiter-Glo ATP, 48 h; yeast lacking PDR1 and PDR3 efflux regulators;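 active means every replicate shows inhibition above about 80%, whatever the replicate mean, limit read from the data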;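 further: 0% = DMSO neutral controls and 100% = 20 µM radicicol positive controls; yeast relying on Plasmodium falciparum Hsp90 in place of its own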
# OPRM1-OPRD1 inv: inverse agonists of human mu-delta opioid receptor heterodimerization. P35372+P41143. cell-based MOR-DOR heterodimer luminescence, inverse agonism. inhibition, % at 9.3 µM. 340,000 tested, 0.21% active; in the data active means inhibition above about 22%, passing the limit was not always enough;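 further: 0% = cells with DMSO and 100% = wells without cells with DMSO; values of inactives mirror those of a sister screen read the other way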
# Target sequence (P35372 whole entry, looked up): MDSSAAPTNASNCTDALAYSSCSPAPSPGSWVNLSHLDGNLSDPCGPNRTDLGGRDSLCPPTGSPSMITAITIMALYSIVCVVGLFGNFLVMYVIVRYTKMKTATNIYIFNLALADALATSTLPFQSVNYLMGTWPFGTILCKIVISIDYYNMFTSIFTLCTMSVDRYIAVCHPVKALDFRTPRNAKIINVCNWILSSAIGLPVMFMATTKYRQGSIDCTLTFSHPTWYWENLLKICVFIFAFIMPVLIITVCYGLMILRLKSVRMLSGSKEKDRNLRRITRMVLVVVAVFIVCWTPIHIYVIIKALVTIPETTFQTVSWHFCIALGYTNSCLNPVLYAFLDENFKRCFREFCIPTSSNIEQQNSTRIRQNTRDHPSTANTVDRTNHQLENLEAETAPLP
# Target sequence (P41143 whole entry, looked up): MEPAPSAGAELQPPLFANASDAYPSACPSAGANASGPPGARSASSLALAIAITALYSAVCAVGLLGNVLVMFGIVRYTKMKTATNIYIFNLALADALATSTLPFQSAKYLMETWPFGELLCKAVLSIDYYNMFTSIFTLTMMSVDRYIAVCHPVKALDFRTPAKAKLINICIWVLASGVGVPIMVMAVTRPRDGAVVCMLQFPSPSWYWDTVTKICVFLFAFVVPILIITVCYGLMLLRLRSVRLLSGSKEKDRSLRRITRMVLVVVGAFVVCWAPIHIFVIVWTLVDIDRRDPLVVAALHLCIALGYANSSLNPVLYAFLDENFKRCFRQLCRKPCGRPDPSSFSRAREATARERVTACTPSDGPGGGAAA
# phage Ecoli inh: E. coli growth loss with phage present | 360,000 tested, 0.26% active | inhibition, % at 11.9 µM | growth absorbance; in the data active means inhibition above about 11%
# Arr AP2 block: blocks beta-arrestin peptide binding to AP2 adaptin; FITC-arrestin peptide / GST-AP2 beads, flow cytometry; AP2 beta2 appendage carries R879A mutation; inhibition, % at 10 µM; 340,000 tested, 0.31% active; AID 504490;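 active means inhibition above a set limit, near 3 SD of compounds lacking own fluorescence, cut at about 54% in these data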;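 further: plate controls were DMSO wells for no effect and 5 µM unlabelled arrestin peptide for full effect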
#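 System: GST-AP2 R879A bound to glutathione beads, E. coli-expressed. Also added: 50 nM FITC-arrestin peptide. Schedule: compound with beads 12 min RT, then probe 1 h RT. Signal: bead flow cytometry, FITC channel. Read-out basis: percent response.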
# PKA-R1A act: activates the PKA-R1A holoenzyme complex | P00514+P68181 | PKA-R1A dissociation, Cy5-IP20 fluorescence polarization; scaled: DMSO 0%, 113 µM cGMP 100% | activation, % at 11.4 µM | 340,000 tested, 0.083% active | AID 504707;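 active means percent activation above the mean of all tested compounds plus 3 SD, cut at about 19% in these data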;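 further: higher means more PKAc released from R1A so a rise in polarization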
# MOR-DOR ag: OPRM1-OPRD1 heterodimerization agonism; P35372+P41143; cells, luminescence; activation, % at 9.3 µM; 340,000 tested, 0.3% active; AID 504326; in the data active means activation above about 18%;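 further: 0% = vehicle-treated cells and 100% = reference agonist; values of inactives mirror those of a sister screen read the other way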
# Numbers without * were called inactive; · = not tested or not shown; & = joins results of further samples.
SMILES,Mot1-301 SUMO,Tat transport,AddAB inh,Ecoli viability,Pemphigus Ab inh,PfHsp90 set2,OPRM1-OPRD1 inv,phage Ecoli inh,Arr AP2 block,PKA-R1A act,MOR-DOR ag
Cc1nn(Cc2ccccc2)c(C)c1NC(=O)c1ccc([N+](=O)[O-])cc1[N+](=O)[O-],10,1,2.6,-1.4,103,-5,-9,2.9,1,-10,1.6
CN(/C(=N/S(=O)(=O)c1ccccc1)c1ccccc1)S(=O)(=O)c1ccccc1,151,4,2.8,1.3,116,-5,12,1.7,-1,7,-2.3
COc1ccc(-n2nc(C(=O)NCC(=O)N3CCC(C)CC3)c3ccccc3c2=O)cc1,10,-3,3.5,0.8,99,-15,18,1.1,-10,-4,-3.3
CC(C)(C)c1ccc(C(=O)C=[N+]=[N-])cc1,4,-2,3.9,1.2,110,16,-4,2.5,1,8,0.8
CN=C1SC(CC(=O)NCCc2ccc(OC)c(OC)c2)C(=O)N1C (centres undefined),0,-2&-7,0.7,-1.1,99,6&14,14&11,1.1&2.4,4&31,-10&6,-2.9&-1.9
COC(=O)C(F)(Sc1c(C)n(C)n(-c2ccccc2)c1=O)C(F)(F)F (centres undefined),70,1,0.1,0.0,100,-1,13,-1.4,-1,-3,-2.2
COc1ccc(CCNC(=O)CC2SC(=NCc3ccccc3)NC2=O)cc1 (centres undefined),1,1,0.9,-0.9,87,·,3,4.2,-1,1,-0.5
Cc1ccc(OCC(=O)NCCNC(=O)c2ccco2)cc1,348*,5,3.6,0.4,102,23,-7,1.1,-4,0,0.8
CCOc1ccc(Nc2cc(C)nc(N3CCOCC3)n2)cc1,-4,3,-1.1,1.2,107,-1,12,2.7,-8,-4,-2.1
Cc1cc(C)c2c(c1)OC(O)(C(F)F)CC2=O (centres undefined),1,-2,2.7,4.2,105,·,-13,0.9,3,-4,2.1
O=C(NCCN1CCN(C(=O)c2c(F)cccc2F)CC1)C(=O)Nc1ccc(Cl)cc1,8,5,0.6,0.0,110,1,17,1.4,-1,-16,-3.0
COc1ccc(C2NS(=O)(=O)N=C2N)cc1 (centres undefined),83,4,0.9,3.3,90,18,1,2.8,20,3,-0.2
O=C(CC1Nc2ccccc2NC1=O)NCCc1ccccc1 (centres undefined),-3,1,1.1,-0.4,106,·,18,1.3,-4,-6,-3.0
Cc1cc(NC(=O)C(C)SCC(=O)O)no1 (centres undefined),-27,1,1.2,-1.2,99,-1,10,1.5,12,-4,-1.9
Cc1ccc(O)c(NC(=S)NC(=O)Cc2ccc(Cl)cc2)c1,171,7,0.7,-1.8,94,-20,-57,-1.0,-5,-6,12
O=C(Cc1ccc(S(=O)(=O)N2CCOCC2)s1)Nc1ccc(Br)c(C(F)(F)F)c1,·,7,·,·,100,1,-38,2.8,-4,-4,5.8
COc1ccc(C2(C)NC(=O)N(CC(=O)NC3CC3)C2=O)cc1 (centres undefined),-14,-1,-1.0,-1.8,86,·,8,4.3,-3,9,-1.5
Fc1ccc(-n2cc(-c3ccccc3)c3c(N4CCOCC4)ncnc32)cc1,10,15,0.2,-1.1,101,0,27,2.1,6,-9,-5.6
COCc1cc(C)nc(N2CCNCC2)c1C#N,9,-3,1.2,1.8,93,-10,6,3.0,-10,-7,-1.4
CCCCNC(=O)C1CCCN1S(=O)(=O)c1cccc2nsnc12 (centres undefined),0,0,1.8,2.0,85,-3,8,4.2,7,-12,-1.5
Cc1ccc(NC(=O)CNC(=O)Cc2cccc3ccccc23)nc1,74,4,0.9,-0.7,88,-2,9,2.4,22,-8,-1.3
CC(C)(C)c1cc(C(=O)NNS(=O)(=O)c2ccccc2)n[nH]1,9,0,5.0,3.6,110,6,8,0.4,10,2,-1.5
COc1ccc(C(=O)C2CCCN(Cc3nc4ccccc4nc3C)C2)cc1OC (centres undefined),-4,-21,2.3,0.8,104,2,-3,2.1,-27,-14,0.6
O=C(NCCc1ccncc1)Nc1ccc(Cl)cc1,56,1,0.9,-2.4,103,69,16,5.3,-3,-7,-3.1
CSCCC(NC(=O)c1ccco1)C(=O)N1CCC(C(N)=O)CC1 (centres undefined),-3,-6,-1.5,-0.8,103,1,13,0.8,-15,-12,-2.0
Cc1nc(=O)c(-c2ccccc2)c(C)n1-c1ccccc1Cl,22,·,0.6,-0.3,108,·,·,-4.3,4,·,·
CCN(C(=O)COC(=O)c1cc2c(s1)CCCCC2)C1CCS(=O)(=O)C1 (centres undefined),1,-1,2.5,0.2,116,-7,8,1.4,1,-4,-1.6
CC(=O)N[C@@H](Cc1c[nH]c2ccccc12)C(=O)OCC(=O)Nc1ccc2c(c1)OCO2,·,-6,·,·,117,-11,0,1.9,1,-7,0.1
CCc1nc(CN2CCN(Cc3ccc(F)c(F)c3)C(CCO)C2)c(C)[nH]1 (centres undefined),-5,0,1.7,-0.6,104,9,2,4.9,18,6,-0.3
CC(=O)c1cccc(NC(=O)c2cccc(NC(=O)c3ccco3)c2)c1,18,-7,-1.9,-0.8,92,13,15,-1.6,3,-1,-3.2
Cc1ccc(S(=O)(=O)N2CCCCC2)cc1NC(=O)COC(=O)Cc1cccc2ccccc12,-2,6,2.7,1.4,104,-1,0,3.1,-7,2,0.0
COc1cc(NC(=O)c2ccc(-c3cccc(F)c3)o2)ccc1NC(=O)c1ccccc1Cl,-6,14,1.2,-0.3,100,11,-6,2.2,6,1,1.0
COc1cccc(CN2CC(C(=O)NCc3ccc(C)o3)CCC2=O)c1 (centres undefined),·,-3,·,·,109,-2,11,1.2,13,-9,-2.2
COc1cccc(-c2nnn(CC(=O)N(CC(C)C)C3CCS(=O)(=O)C3)n2)c1 (centres undefined),14,7,-0.2,-0.4,95,26,5,1.7,-1,14,-0.9
CCc1ccc(N2C(=O)C(Cl)=C(N3CCOCC3)C2=O)cc1,3,1,1.0,-0.3,105,18,12,5.0,3,2,-2.4
Cn1cccc1C(=O)C(=O)Nc1cc(Cl)cc(Cl)c1,-2,7,5.3,0.2,·,-19,-35,1.1,-3,0,7.8
Cc1cc(C)cc(OCC(=O)NNC(=O)c2cc3ccccc3o2)c1,1,11,-2.6,-2.7,96,-9,11,-0.8,2,4,-2.1
CC(=O)Nc1ccc(S(=O)(=O)NCC2CCC(C(=O)NCCCN3CCCC3=O)CC2)cc1 (centres undefined),14,3,-1.6,-0.2,97,0,10,2.5,1,-11,-1.8
COc1ccc2nc(NC(=O)CSc3nc(C)cc(=O)[nH]3)sc2c1,4,0,0.6,-0.9,110,·,5,3.1,-10,4,-0.8
O=C(O)c1cc(NC(=S)NC(=O)C(c2ccccc2)c2ccccc2)ccc1Cl,-10,8,-0.2,1.0,101,-1,5,1.1,6,0,-0.9
CCOC(=O)c1[nH]c(C)c(C(=O)N2CCN(c3ccccc3OC)CC2)c1C,-1,-7,1.2,-0.9,98,-3,19,0.6,-2,-2,-3.9
COc1ccccc1C(=O)NCCC(=O)NC1CCC(C)CC1 (centres undefined),-5,5,-0.9,-1.2,81,-7,10,3.1,1,-6,-2.5
COc1ccc(-c2sc(NC(C)=O)nc2-c2ccccc2)cc1,-12,10,2.7,1.1,88,-4,-17,1.1,-2,-7,2.7
CCN1CCN(C(=O)CSc2nc3c(c(=O)n(C)c(=O)n3C)n2C)CC1,106,9,2.5,3.3,102,3,-13,0.8,-9,-13,1.5
CCN1CCN(Cc2ccc(NC(=O)c3cc(NC(=O)c4cnn(-c5ccccc5)c4N)cc(OC)c3)cc2C(F)(F)F)CC1,-3,-3,1.3,-2.0,116,4,1,3.0,-6,-3,-0.3
Cc1ccc(NC(=O)C2CCCN(C(=O)c3ccc(Cl)cc3)C2)c(C)c1 (centres undefined),-9,-2,1.6,-0.8,101,7,-7,1.5,49,9,1.4
Cc1c(C)n2c(SCC(=O)NC3CCCCC3)nnc2[nH]c1=O,-8,-1,3.4,3.4,91,11,5,1.4,0,5,-1.1
C[C@H](CO)N1C[C@H](C)[C@@H](CN(C)Cc2ccccc2)Oc2ccc(NC(=O)CCCCCC(=O)Nc3ccccc3N)cc2C1=O,-2,-2,-3.4,-5.3,100,11,-1,0.4,4,2,0.2
Cc1cc(C)c(NC(=O)CSc2nc3ccc(NC(=O)CSc4nnnn4-c4ccccc4)cc3s2)c(C)c1,14,2,0.8,-1.1,93,-19,7,2.3,0,-17,-1.2
COCCNS(=O)(=O)c1ccc(C)c(C)c1C,-21,9,1.2,1.2,102,-13,13,3.5,0,-9,-2.3

# New compounds follow:
SMILES,Mot1-301 SUMO,Tat transport,AddAB inh,Ecoli viability,Pemphigus Ab inh,PfHsp90 set2,OPRM1-OPRD1 inv,phage Ecoli inh,Arr AP2 block,PKA-R1A act,MOR-DOR ag
COc1cccc(CNC(=O)C2CCCN(S(=O)(=O)c3cccc4nonc34)C2)c1 (centres undefined),-5,1,2.4,1.4,106,4,4,3.1,6,3,-0.8
O=C(O)c1ccc2c(c1)NC(=O)C(N1CCCC1)S2 (centres undefined),-12,-1,2.3,3.3,100,-6,11,0.4,22,-1,-2.0
CC(=O)Nc1nc(S(=O)(=O)c2ccc(C)cc2)c(Cl)s1,-5,-2,1.8,-0.7,101,-81,10,1.5,-16,-18,-1.7
CCOC(=O)C1=C(C)N(CCCCCC(=O)O)C(=O)NC1c1ccccc1OS(=O)(=O)c1ccc(C)cc1 (centres undefined),0,3,-1.3,-1.9,94,-4,-335,0.8,2,-2,57*
O/N=C/C1=C(Cl)c2ccccc2CC1,72,11,5.6,-1.2,96,-11,6,3.6,40,1,-1.2
N#Cc1c(-c2ccccc2)nc(SCC(=O)Nc2ccccc2)[nH]c1=O,-22,3,0.6,2.1,103,-7,0,2.5,11,8,-0.1
Cc1cccc(NS(=O)(=O)c2cccc(C(=O)N3CC(C)OC(C)C3)c2)c1 (centres undefined),5,2,-0.5,1.9,102,·,-2,1.1,-3,1,0.3
